ELG1 genotoxic: genotoxicity induction in ELG1-luciferase HEK293T cells; 330,000 tested, 1.3% active; AID 504466; HEK293T ELG1-luciferase reporter, luminescence, 16 h; Potency, µM (series often up to 46 µM), inactives show top-dose activity change, positive = activation, most hits filed as activators; further: potency means the concentration at half of the fitted maximal effect; % of control where 0% means no effect; nearly all actives have a fitted effect of over 60% in size
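Cells (2,000/well) expressing the ELG1-luciferase fusion are dosed by pin tool and kept 16 hr at 37 °C, 5% CO2. Signal comes from ONE-Glo luciferase reagent after 30 min at room temperature.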
p53 reactivation: mutant p53 re-activation in reporter cells; H1299 p53-A138V BP100-luciferase reporter, luminescence, 24 h; Potency, µM (series often up to 92.2 µM), without a hit: top-dose activity change, positive = activation, most hits filed as activators; 320,000 tested, 0.063% active; further: potency means the concentration at half of the fitted maximal effect; % of control where 0% means no effect; nearly all actives have a fitted effect of over 45% in size
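H1299 (p53-null), stable ts p53-A138V + BP100-Luc; 1000 cells/well, Opti-MEM/10% FBS; cpd 4 pt, 1:5; 24 h, 37 deg C, 5% CO2; detection reagent 10 min RT; luminescence.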
FLuc modulator: inhibits or activates purified firefly luciferase, miR-21 counter-screen | P08659 | Potency, µM (titrated, usually from 57.5 µM), without a hit: top-dose activity change, negative = inhibition, actives largely listed as inhibitors | AID 588342 | purified FLuc, Km substrates, luminescence inhibition | 360,000 tested, 6.9% active;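 further: potency means the concentration at half of the fitted maximal effect; plate controls were vehicle for no effect and reference inhibitor for full effect; nearly all actives have a fitted effect of over 55% in size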
Target sequence (P08659 whole entry, looked up): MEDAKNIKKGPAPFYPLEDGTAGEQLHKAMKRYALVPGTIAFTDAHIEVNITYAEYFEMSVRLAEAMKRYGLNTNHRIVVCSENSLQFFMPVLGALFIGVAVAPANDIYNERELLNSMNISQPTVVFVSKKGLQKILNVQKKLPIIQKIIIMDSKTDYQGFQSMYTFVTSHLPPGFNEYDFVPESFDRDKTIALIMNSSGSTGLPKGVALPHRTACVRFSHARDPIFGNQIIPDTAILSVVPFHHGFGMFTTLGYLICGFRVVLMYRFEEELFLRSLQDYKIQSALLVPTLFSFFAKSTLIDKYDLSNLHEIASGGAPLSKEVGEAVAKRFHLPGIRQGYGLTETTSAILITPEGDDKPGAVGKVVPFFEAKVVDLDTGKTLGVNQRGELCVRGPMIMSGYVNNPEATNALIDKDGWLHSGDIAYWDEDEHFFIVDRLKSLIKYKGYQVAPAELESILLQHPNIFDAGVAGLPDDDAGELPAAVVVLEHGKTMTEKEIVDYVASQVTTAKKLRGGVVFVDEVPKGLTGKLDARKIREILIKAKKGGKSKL
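Purified P. pyralis luciferase (10nM final) with 10uM D-luciferin and 10uM ATP (Km levels) in 50mM Tris acetate pH 7.5, 10mM Mg acetate, 0.01% Tween-20, 0.05% BSA; qHTS 6-point titration, ~60 µM downward; luminescence read.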
Gal4-VP16 FLuc: inhibits Gal4-VP16 luciferase reporter, ROR gamma counter-screen; Drosophila S2 Gal4-VP16 UAS-luciferase, luminescence, 20 h; AID 2546; Potency, µM (highest dose often 53.6 µM), for the others: at the top dose activity, negative = inhibition, most hits filed as inhibitors; 310,000 tested, 3.5% active;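 further: Gal4-VP16 expression switched on by copper sulfate through the metallothionein promoter; potency means the concentration at half of the fitted maximal effect; on the % scale 0 is the no-effect control and ±100 the full control effect; nearly all actives have a fitted effect of over 50% in size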
ELG1 DNA repair: blocks ELG1-dependent DNA repair in HEK293T cells | HEK293T ELG1-luciferase reporter, luminescence, 16 h; DNA damage induced by 5-fluorouridine | Potency, µM (titrated, usually from 46.1 µM), for the others: top-dose activity change, negative = inhibition, most hits filed as inhibitors | 330,000 tested, 2.3% active; further: potency means the concentration at half of the fitted maximal effect; on the % scale 0 is the no-effect control and ±100 the full control effect; nearly all actives have a fitted effect of over 55% in size
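DMSO vehicle served as the neutral condition. Each well held 2,000 cells given 5-fluorouridine plus compound; after 16 hr at 37 °C/5% CO2, ONE-Glo was added and luciferase measured 30 min later.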
Rab9 prom act: activates the Rab9 promoter; Huh7 Rab9 promoter-luciferase reporter, luminescence, 24 h; Potency, µM (highest dose often 9.22 µM), for the others: top-dose activation, negative = inhibition, hits mostly activators; 320,000 tested, 2.8% active; further: potency means the concentration at half of the fitted maximal effect; % of control where 0% means no effect; nearly all actives have a fitted effect of over 60% in size
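Cells were plated at 1500 per well in reduced-serum medium with 10% FBS and left 2 h. Compound in DMSO was then added for 24 h at 37 °C. Reporter signal was read by luminescence after 10 min with luciferase detection reagent.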
RORgamma inh: inhibitors of mouse ROR gamma transcriptional activity | Potency, µM (top dose mostly 53.6 µM), for the others: at the top dose activity change, negative = inhibition, most hits filed as inhibitors | P51450 | 310,000 tested, 5.4% active | Drosophila S2 Gal4-RORgamma UAS-luciferase reporter, 20 h; further: potency means the concentration at half of the fitted maximal effect; on the % scale 0 is the no-effect control and ±100 the full control effect; nearly all actives have a fitted effect of over 60% in size
Target sequence (P51450 whole entry, looked up, the tested form may be a part): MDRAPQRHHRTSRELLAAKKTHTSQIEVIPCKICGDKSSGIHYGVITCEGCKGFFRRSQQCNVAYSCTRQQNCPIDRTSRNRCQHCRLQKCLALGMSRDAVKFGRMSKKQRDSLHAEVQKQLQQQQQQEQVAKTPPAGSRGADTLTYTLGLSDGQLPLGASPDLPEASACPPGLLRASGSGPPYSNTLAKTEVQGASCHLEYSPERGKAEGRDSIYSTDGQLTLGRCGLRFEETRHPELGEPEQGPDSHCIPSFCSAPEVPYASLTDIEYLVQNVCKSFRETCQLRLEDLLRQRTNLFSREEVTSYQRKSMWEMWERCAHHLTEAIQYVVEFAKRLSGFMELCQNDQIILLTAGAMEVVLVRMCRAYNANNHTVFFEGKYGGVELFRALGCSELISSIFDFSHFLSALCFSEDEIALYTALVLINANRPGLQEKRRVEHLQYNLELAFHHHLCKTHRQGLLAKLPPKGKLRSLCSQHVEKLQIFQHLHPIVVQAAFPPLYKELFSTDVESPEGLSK
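ROR gamma transcriptional activity was tracked as Gal4-UAS luciferase output in stably transfected Drosophila Schneider cells, with compound added 1 hr before 700 uM copper sulfate induction and a 20 hr ambient-temperature incubation.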
BRCA1 expr up: BRCA1 expression activation. Potency, µM (doses to about 46.1 µM), without a hit: at the top dose activation, most hits filed as activators. AID 624202. MCF7-BRCA1-FFLuc reporter, luminescence, 48 h; response scale: scaled: vehicle 0%, 10 µM genistein 100%. 380,000 tested, 1.1% active; further: potency means the concentration at half of the fitted maximal effect; nearly all actives have a fitted effect of over 80% in size; some results filed as inactive show a strong effect at the top dose
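MCF7 cells carrying a BRCA1-firefly luciferase reporter (2000 cells/well, phenol-red free MEM) were attached for 2 h at 37 °C, then given compounds for 48 h. Luminescence was read 15 min after luciferase reagent; activity normalized to genistein (10 microM) and DMSO.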
TRPV1 agonist: agonists of human vanilloid receptor 1 (TRPV1) | 320,000 tested, 0.19% active | AID 540275 | activation, % at 8.33 µM | Q8NER1 | TRPV1-expressing cells, Fluo-8 calcium influx, agonist mode; in the data active means activation above about 80%; inconclusive means between about 30% and that limit; further: 0% is about no effect
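Cells expressing TRPV1 were dye-loaded with Fluo-8 and read kinetically: 10 s baseline, 3 min after compound (agonist portion), then 2 min after EC20 capsaicin (allosteric enhancer portion). Calcium-bound dye fluorescence at 480/520 nm.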
NPC1 promoter act: activates the NPC1 promoter. AID 485313. 320,000 tested, 2.4% active. Huh7 NPC1 promoter luciferase reporter, 24 h. Potency, µM (doses to about 9.22 µM), without a hit: at the highest dose activation, hits mostly activators;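 further: potency means the concentration at half of the fitted maximal effect; % of control where 0% means no effect; nearly all actives have a fitted effect of over 60% in size; reporter is driven by a mutant NPC1 promoter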
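Huh7 reporter cells (NPC1 promoter driving luciferase) are dosed with compound for 24 h at 37 °C, 5% CO2; luciferase detection reagent is then added and luminescence measured after 10 min at ambient temperature.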
Tb PFK inh: blocks T. brucei phosphofructokinase | O15648 | Potency, µM (titrated, usually from 57.5 µM), without a hit: at the top dose activity, negative = inhibition, usual class: inhibitors | 330,000 tested, 0.17% active | T. brucei PFK, ADP-Glo luminescence;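 further: potency means the concentration at half of the fitted maximal effect; 0% = uninhibited 1x PFK enzyme wells and -100% = no-enzyme wells; nearly all actives have a fitted effect of over 60% in size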
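PFK 1.25 nM, F6P 0.5 mM, ATP 0.1 mM, 0.1 M TEA pH 8.0, 5 mM MgCl2, 0.01% Tween20, 0.1% BSA; 45 min RT. ADP-Glo readout. qHTS titration up to 57 uM; curves fitted, compounds curve-classed.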
* = called active by the depositor; ? = inconclusive; . = not tested or not shown; & = joins results of further samples; [ ] = remark or other dose. Unless noted, the call rests on the fitted dose curve; in most records, active means well fitted curve in the direction sought with a large enough effect; inconclusive means small, poorly fitted or top-dose-only effect, or another doubt; inactive means no such curve, though single readings can be large; an effect the other way counts as inactive or inconclusive.

entry	mol	ELG1 DNA repair	ELG1 genotoxic	TRPV1 agonist	RORgamma inh	p53 reactivation	Tb PFK inh	NPC1 promoter act	Gal4-VP16 FLuc	FLuc modulator	Rab9 prom act	BRCA1 expr up
1	O=C(Nc1ccc(F)cc1)c1ccc2nsnc2c1	?	9%	?	-12%	9%	1%	?	14%	13µM*	?	33%
2	N=c1c(S(=O)(=O)c2ccccc2)cc2c(=O)n3ccccc3nc2n1CC1CCCO1 (centres undefined)	-9%	4%	3	22%	-2%	2%	-4%	-3%	14%	-3%	1%
3	COc1ccc(CCn2c(C)cc(C(=O)CSc3nnnn3C)c2C)cc1	2%	10%	6	-3%[0.365 µM]	25%	-6%	0%	.	4%	0%	-15%
4	Cc1ccc(SC(C)C(=O)Nc2ccc(S(=O)(=O)N3CCOCC3)cc2)cc1 (centres undefined)	2%	-2%	?	-5%	-9%	4%	-1%	-14%	3%	0%	-35%
5	Cc1ccc2oc3c(c(=O)c2c1)C(c1cccc(O)c1)N(c1ccccn1)C3=O (centres undefined)	16µM*	-32%[inhibitor]	-2	?	3%	-2%	-2%	?	1%	-2%	-15%
6	S=C(Nc1ccc(Cl)c(Cl)c1)N1CCN(c2ccccn2)CC1	-4%	-1%	-3	-28%[1.91 µM]	.	0%	1%	-9%	-2%	1%	-11%
7	COc1ccc(Cc2nc3ccccc3[nH]2)cc1OC	-14%	-6%	10	?	-3%	19%	-2%	?	0%	-2%	-7%
8	O=C(CNC1CCN(Cc2ccccc2)CC1)Nc1ccc(S(=O)(=O)N2CCCCC2)cc1	?	-6%	2	20%	-3%	2%	1%	-5%	-1%	-7%	-8%
9	Cc1ccc(S(=O)(=O)N(C)c2ccc(C(=O)N3CCOCC3)cc2)cc1	-1%	0%	3	5%	-3%	0%	-1%	11%	1%	0%	1%
10	Cn1c(CCNC(=O)c2ccco2)nc2cc(NC(=O)NC3CCCCC3)ccc21	?	?	2	-3%	18%	5%	?	-12%	?	?	?
11	O=C(CNC(c1ccccc1)c1ccccc1)Nc1ccccc1Br	3%	-8%	?	-6%	1%	-5%	-2%	-1%	-1%	-4%	-17%
12	O=C(NCC(c1ccco1)N1CCOCC1)c1ccc(F)c(F)c1 (centres undefined)	29%	2%	-2	.	6%	-8%	-6%	.	1%	1%	-6%
13	Cc1cc(Nc2cccc(F)c2)nc(-c2ccccc2O)n1	-26%	-1%	2	?	1%	-5%	19%	6%	-15%	0%	-32%
14	Cn1ncc(Br)c1C(=O)N1CCCCCC1	1%	4%	0	1%	0%	1%	1%	-4%	2%	0%	-27%
15	Cc1cccc(-n2c(CNC(=O)COc3ccccc3)nnc2SCC(=O)Nc2nccs2)c1	-14%	-3%	.	23%	-3%	-6%	-1%	-8%	1%	0%	-12%
16	COC(=O)c1cc(Br)c(=O)n(Cc2ccc(OC)c(OC)c2)c1	-11%	1%	2	1%	-7%	-22%	3%	4%	-2%	1%	-10%
17	Clc1ccc(C2[C@H]3CN(Cc4ccc(-c5ccccc5)cc4)[C@H](c4ccccc4)C34CC2(c2ccccc2)C4)cn1 (some centres undefined)	4%	-1%	-1	0%&1%	7%	-8%	-7%	6%&2%	-3%	-4%	9%
18	CCOc1ccc(/C=C2\SC(=S)N(CCCC(=O)NCCCN3CCOCC3)C2=O)cc1	8%	-16%	5	0.4µM*	-12%	-1%	-34%[inhibitor]	0.89µM*	9.5µM*	-37%[inhibitor]	-77%
19	O=C(CCC(=O)n1ncc2ccccc21)NCc1ccc(F)cc1	3%	4%	6	-16%	.	-4%	-1%	6%	-1%	4%	-3%
20	COc1cc(NS(=O)(=O)c2cc3[nH]c(=O)c(=O)[nH]c3cc2C)cc(OC)c1OC	12%	-6%	-2	-1%	14%	-3%	0%	1%	-4%	-2%	0%
21	CCCNC(=O)C(Cc1ccc(I)cc1)NC(=O)c1ccc(C#N)cc1 (centres undefined)	19%	4%	11	.	-4%	5%	0%	.	-1%	1%	-10%
22	COc1ccc(C2C(C(=O)c3ccco3)=C(O)C(=O)N2c2nnc(C)s2)cc1 (centres undefined)	21%	13%	-4	20%	10%	?	12%	4%	-13%	17%	24%
23	C[C@@H](OC(=O)c1[nH]cnc1C(=O)N1CCN(C(=O)OC(C)(C)C)CC1)c1ccccc1	-5%	-1%	.	.	1%	1%	.	.	.	.	-2%
24	CCOc1ccccc1C1C(C#N)=C(N)Oc2n[nH]c(CC)c21 (centres undefined)	5%	2%	-9	-14%	8%	-3%	2%	-5%	1%	9%	0%
25	CCOC(=O)c1c(C)c(C(=O)NCc2ccc3c(c2)OCO3)c(C)n1C	-32%	0%	4	23%	3%	-3%	1%	-11%	2%	0%	-8%
26	N#Cc1ccc(-c2ccc(C3Nc4ccccc4C(=O)N3O)o2)cc1 (centres undefined)	3%	-2%	-2	.	-21%	-6%	0%	.	-13%	-13%	7%
27	COc1cc(C(=O)NCc2nnc(SCC(=O)Nc3nc4ccc(C)cc4s3)o2)cc(OC)c1OC	?	0%	-4	2.5µM*	?	18%	5%	3.2µM*	-11%	-1%	30%
28	O=C(Nc1ccc(Cl)cc1)C1CCCN(C2=NS(=O)(=O)c3ccccc32)C1 (centres undefined)	-11%	0%	3	.	-11%	5%	-1%	.	.	-8%	3%
29	O=C(/C=C/c1cccnc1)c1ccc(NC(=O)c2cccc(Br)c2)cc1	?	7%	0	-12%	?	-4%[0.46 µM]	24%	-12%	0%	8%	63%
30	CCOC(=O)c1cccc(NC(=O)c2cc3sccc3n2C)c1	?	?	0	39%	?	-2%	0.35µM*	9%	24µM*	0.89µM*	1%
31	O=C(NNC(=O)c1cccs1)c1ccc(Cl)nc1	8%	1%	-1	.	9%	-5%	0%	.	-4%	-4%	21%
32	Cc1nnc(Nc2ccc(C(=O)N3CCOCC3)cc2)c2ccccc12	?	2%	1	19%	12%	0%	-1%	6%	3%[2.3 µM]	-1%	29%
33	Nc1cc(OC(=O)c2c(F)cccc2Cl)nn1S(=O)(=O)c1ccccc1	30%	0%	8	-17%	2%	-4%	-1%	-2%	-3%	-1%	-12%
34	CC(=O)Cc1nsc(Nc2ccc3c(c2)OCCO3)n1	?	?	-5	?	26%	-4%	3.5µM*	-10%	24µM*	4µM*	94%
35	CCC(C)NC(=O)CN(C1CCCCC1)S(=O)(=O)c1ccc(F)cc1 (centres undefined)	18%	-2%	9	-16%	15%	-1%	3%	3%	4%	1%	-51%
36	CCOc1cc(/C=C2/N=C(C)C(C(=O)OC)=C2O)ccc1O	-8%	3%	1	21%	-1%	-2%	0%	6%	?	-2%	-1%
37	CC1Cc2ccccc2C(=O)N1 (centres undefined)	?	1%	4	2%	-2%	5%	-4%	-1%	-2%	2%	-8%
38	CCOC(=O)Cc1csc(NC(=O)CSc2nnc(C3CC3)n2C)n1	8%	3%	0	10%	9%	-1%	-4%	-9%	0%	3%	-1%
39	CCc1c(C)nc(SCC(=O)c2cccs2)c(C#N)c1C	?	9.2µM*	8	11%	?	-5%	3.2µM*	-4%	2.7µM*	?	-2%
40	COc1ccc(-c2nn(-c3ccccc3)cc2/C=C/C(=O)NCCCn2ccnc2)cc1OC	16µM*	-10%	?	2%	1%	-1%	0%	-5%	27µM*	4%	-36%
41	C#CCN(Cc1ccco1)C(=O)c1cc(COc2ccc(F)cc2Cl)on1	?	-10%	-1	34%	6%	2%	-27%	-24%	?	-25%	20%
42	COC(=O)c1cc(NC(=O)CN(c2ccc3c(c2)OCO3)S(C)(=O)=O)ccc1Cl	-22%	0%	0	15%	-9%	-4%	0%	4%	1%	-12%	-26%
43	COc1ccccc1C(=O)Nc1ccc(C(=O)c2ccccc2)cc1	?	4%	?	39%	?	1%	-5%	-9%[10 µM]	13µM*	?	69%
44	C#CCOCCOCCOCCNc1nc(N2CCN(C(=O)[C@H](CCCCN)n3cc(CCCC)nn3)CC2)nc(N2CCN(C(=O)[C@H](Cc3ccc(O)cc3)n3cc(CCO)nn3)CC2)n1	5%	1%	-4	2%	-1%	-14%	-2%	-3%	0%	-4%	16%
45	COC(=O)Cc1cc(=O)n2[nH]cnc2n1	6%	-3%	1	-1%	5%	-11%	3%	?	0%	3%	0%
46	COc1cc(C(=O)NN2C(=O)NC3(CCC(C)CC3)C2=O)ccc1OC(F)F (centres undefined)	5%	1%	.	.	-2%	-6%	.	.	.	.	1%

Screening results from PubChem BioAssay.
